Compound activity as filed in PubChem.
TbPYK inhibitor: blocks Trypanosoma brucei pyruvate kinase | Q57TT1 | TbPYK enzyme, Kinase-Glo Plus ATP luminescence, 45 min | Potency, µM (highest dose often 76.8 µM), inactives show at the top dose activity, negative = inhibition, most hits filed as inhibitors | actives 0.12% (n = 410,000); also: potency is read from the fitted curve at half-maximal effect; nearly all actives have a fitted effect of over 50% in size
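Luminescent Kinase-Glo Plus end-point after 45 min room-temperature reaction of T. brucei pyruvate kinase started with 130 uM ADP (final). Buffer TEA 50 mM pH 7.2 with KCl, MgCl2, BSA, Tween-20; titration-based qHTS with fitted concentration-effect curves.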
HCV inh: inhibitors of hepatitis C virus infection | AID 651820 | Huh7.5.1 HCVcc-Cre infection, luciferase reporter, 44 h | actives 3.4% (n = 340,000) | Potency, µM (top dose mostly 41.8 µM), inactives show at the top dose activity change, negative = inhibition, actives largely listed as inhibitors; also: potency is read from the fitted curve at half-maximal effect
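Luciferase read-out (15 sec integration) after a 15 min room-temperature substrate step quantifies HCVcc-Cre infection. Cells, 1,000 per well, had compound added 4 h post-plating, then virus at ~0.5 moi, and were cultured 44 h.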
LmPK inh: inhibitors of Leishmania mexicana pyruvate kinase | purified LmPK, Kinase-Glo ATP luminescence, 1 h | actives 0.37% (n = 290,000) | Q27686 | Potency, µM (titrated, usually from 57.5 µM), without a hit: at the top dose activity change, negative = inhibition, most hits filed as inhibitors; also: potency is read from the fitted curve at half-maximal effect
Target sequence (Q27686 whole entry, looked up): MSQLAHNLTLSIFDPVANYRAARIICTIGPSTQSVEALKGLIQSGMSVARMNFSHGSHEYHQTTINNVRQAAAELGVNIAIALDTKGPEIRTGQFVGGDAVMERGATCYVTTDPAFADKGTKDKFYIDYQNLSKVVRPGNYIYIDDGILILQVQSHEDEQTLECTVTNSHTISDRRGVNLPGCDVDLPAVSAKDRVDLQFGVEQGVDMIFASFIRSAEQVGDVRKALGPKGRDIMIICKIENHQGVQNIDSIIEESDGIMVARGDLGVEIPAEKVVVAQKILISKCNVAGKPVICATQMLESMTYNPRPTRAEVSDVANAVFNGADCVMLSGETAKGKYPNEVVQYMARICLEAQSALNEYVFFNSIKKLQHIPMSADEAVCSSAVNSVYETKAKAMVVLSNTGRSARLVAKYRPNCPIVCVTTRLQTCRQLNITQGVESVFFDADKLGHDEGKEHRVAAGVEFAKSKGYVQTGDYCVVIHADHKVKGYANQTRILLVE
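In 50 mM imidazole pH 7.2 with 7 mM MgCl2, LmPK (0.1 nM) turned over PEP (0.5 mM) and ADP (0.1 mM) for 1 h at room temperature. Luciferase read-out of ATP.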
AMA1-RON2 inh: inhibitors of Plasmodium falciparum AMA1-RON2 interaction; actives 0.2% (n = 360,000); AlphaScreen AMA1-biotinylated RON2 peptide binding; Potency, µM (top dose mostly 58.2 µM), without a hit: at the top dose activity change, negative = inhibition, most hits filed as inhibitors; AID 720542;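 also: potency is read from the fitted curve at half-maximal effect; 0% = vehicle wells and -100% = peptide control; nearly all actives have a fitted effect of over 45% in size; some results filed as inactive show a strong effect at the top dose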
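AMA1 (3D7) with his tag at 25 nM final met compounds first, then biotinylated RON2 peptide at 25 nM; detection used donor plus acceptor beads, 10 µg/mL apiece, read by AlphaScreen after 30 min at room temperature.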
AmpC inh no detg: inhibitors of E. coli AmpC beta-lactamase without detergent; P00811; AmpC nitrocefin hydrolysis, absorbance 480 nm, 0.0001% Triton; Potency, µM (titrated, usually from 57.1 µM), without a hit: at the top dose activity change, negative = inhibition, hits mostly inhibitors; actives 0.52% (n = 330,000); AID 485341;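 also: potency is read from the fitted curve at half-maximal effect; plate controls were no compound for no effect and no enzyme for full effect; nearly all actives have a fitted effect of over 20% in size; some results filed as inactive show a strong effect at the top dose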
Target sequence (P00811 whole entry, looked up): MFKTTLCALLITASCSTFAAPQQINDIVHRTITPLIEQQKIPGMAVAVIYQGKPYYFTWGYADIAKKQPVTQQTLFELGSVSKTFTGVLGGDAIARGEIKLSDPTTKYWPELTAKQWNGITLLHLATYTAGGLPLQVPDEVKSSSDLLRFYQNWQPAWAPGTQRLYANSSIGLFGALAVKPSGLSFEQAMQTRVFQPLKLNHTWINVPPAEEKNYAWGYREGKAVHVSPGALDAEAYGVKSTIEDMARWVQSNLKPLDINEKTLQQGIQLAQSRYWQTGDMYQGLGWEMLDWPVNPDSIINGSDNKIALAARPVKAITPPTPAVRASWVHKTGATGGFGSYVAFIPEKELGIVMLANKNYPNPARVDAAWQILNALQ
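AmpC (5.3 nM in the dispensed reagent) in 20 mM phosphate pH 7.0 with 0.01% (detergent screen) or 0.0001% Triton X-100 was preincubated with compounds for 15 min at room temperature. Nitrocefin was then added from an 800 uM solution, and hydrolysis was followed at 480 nm.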
HCMV inh: human cytomegalovirus inhibition | HFF cells, HCMV-luciferase reporter, 72 h; hits give low values | activity change, negative = inhibition, % at 57.5 µM | actives 4.5% (n = 410,000); in the data active = activity change below about -60%; inconclusive = no clear call, values can overlap the other calls; inactive = above about -39%
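Human foreskin fibroblasts infected with luciferase-reporter HCMV at MOI 1 PFU/cell, compounds at two doses. Luciferase measured 72 h post infection; normalized to buffer-only basal and Salinomycin (10uM) controls.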
AmpC inh detg: AmpC beta-lactamase inhibition with detergent present; P00811; actives 0.041% (n = 370,000); AmpC hydrolysis of nitrocefin, absorbance 480 nm, 0.01% Triton; AID 485294; Potency, µM (series often up to 114 µM), for inactives: at the highest dose activity change, negative = inhibition, hits mostly inhibitors;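 also: potency is read from the fitted curve at half-maximal effect; 0% = no-compound wells and -100% = no-enzyme wells; nearly all actives have a fitted effect of over 25% in size; some results filed as inactive show a strong effect at the top dose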
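20 mM phosphate pH 7.0 + 0.01% (detergent screen) or 0.0001% Triton X-100; 5.3 nM AmpC reagent; cpd preinc 15 min RT; nitrocefin (800 uM stock) to start; A480 q20 s × 4 min; Activity was normalised to no-enzyme and no-compound control wells.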
Active calls of the source: *; ? = inconclusive; nt = no result given; & = joins results of further samples; [ ] = remark or other dose. Unless noted, calls follow the shape of the dose curve; as a rule, active = well fitted curve in the direction sought with a large enough effect; inconclusive = small, poorly fitted or top-dose-only effect, or another doubt; inactive = no such curve, though single readings can be large; an effect the other way counts as inactive or inconclusive. Unless noted, % is scaled to controls: 0 for no effect and ±100 for the full control effect. Hits appear at their usual frequency. Share with any hit: about 7.5%.

structure	TbPYK inhibitor	HCV inh	LmPK inh	AMA1-RON2 inh	AmpC inh no detg	HCMV inh	AmpC inh detg
O=[N+]([O-])c1ccccc1OCCNCc1ccccc1	-1%	-3%	-4%	?	-41%	33	?
C=CCn1c(O)c(C(CC)=Nc2cc(OC)ccc2OC)c(=O)[nH]c1=O	3%	1%	0%	-9%	0%	230	7%
CCc1nn(C)c(N)c1C	0%	-3%	4%	-1%	-5%	-5	6%
COC(=O)C1=C(C)NC(C)=C(C(=O)OC)C1c1cc2ccc(C)cc2[nH]c1=O	-3%	-6%	5%	10%	-2%	59	-8%
CCOC(=O)c1ccc(NC(=O)CSc2nnc(C)n2-c2ccccc2)cc1	4%	?	2%	-13%	81%[activator]	?	?
Nc1nnn(CC(=O)N/N=C/c2ccco2)n1	6%	15%	-2%	8%	1%	-9	6%
COCCCNC(=O)C[C@@H]1C[C@@]2(C(=O)OC)CCCCC=C2N(Cc2cccc3ccccc23)C1=O	4%	nt	nt	1%	nt	3	nt
Cc1ccc(-n2ncc3c2CCCC3NC(=O)CCN2CCCC2=O)cc1C (stereo unspecified)	-7%	9%	2%	-2%	31%	-34	-1%
O=C1CCN(C(=O)Nc2ccccc2)N1	5%	3%	-5%	7%	-19%	-15	5%
COc1ccc(NC(=O)NCCN2CCN(c3cc(OC)ccc3OC)CC2)cc1	5%	-25%	-2%	-9%	-7%	29	-7%
Cc1cc(-c2ccccc2)nc(Nc2nc3c(C)cccc3c(=O)[nH]2)n1	0%	?	nt	-4%	nt	0	nt
c1ccc(CC2CCN(c3nc4ccccc4n4cnnc34)CC2)cc1	3%	-2%	9%	-18%	-1%	17	-6%
O=C1CC[C@@H](C(=O)N2CSC[C@@H]2C(=O)Nc2ccc(C(F)(F)F)cc2)N1	-2%	nt	nt	9%	nt	33	nt
Cc1onc(-c2c(Cl)cccc2Cl)c1C(=O)N=S(C)(=O)c1ccccc1 (stereo unspecified)	-18%	13%	2%	-15%	2%	23	4%
COc1ccc(CNCC(O)COc2cccc3c2OC(C)(C)C3)cc1 (stereo unspecified)	2%	?	-4%	-7%	32%	-64*	0%
COc1cc(NC(=O)CCCC(=O)OCC(F)(F)C(F)F)nc(OC)n1	-2%	16%	4%	8%	18%	-3	-9%
COc1cc(C(=O)OCc2cccc(OC)c2OC)ccc1OCC(=O)N1CCOCC1	-2%	-26%	nt	0%	167%[activator]	2	-5%
CCOc1ccc(/C=C(\C#N)C(=O)c2c(C)[nH]c3ccccc23)cc1OC	5%	2%	1%	-9%	-24%	17	3%
CC1CCCCN1S(=O)(=O)c1coc(C(N)=O)c1 (stereo unspecified)	-3%	18%	3%	8%	-16%	?	-3%
O=C(Cn1ncc(Cl)c(Cl)c1=O)NC(=O)NC1CCCCC1	-5%	0.63µM*	nt	18%	-19%	-94*	nt
Cc1ccc(-c2onc(C)c2C)cc1S(=O)(=O)Nc1cccc(Cl)c1C	-3%	nt	nt	nt	nt	?	-4%
CN(C(=O)COC(=O)c1cccnc1Cl)C1CCCCC1	7%	14%	nt	-3%	-1%	4	nt
Cc1nnc(N2CCCC(C(=O)Nc3cc(F)ccc3F)C2)c2nn(-c3ccccc3)c(C)c12 (stereo unspecified)	0%&1%	11µM*	12%	0%	70%[activator]	-21	0%&18%
O=C(CNCC1CCCO1)N1CCN(S(=O)(=O)c2ccc3ccccc3c2)CC1 (stereo unspecified)	11%	-4%	-7%	-11%	27%	40	?
COc1ccc(-c2[nH]ncc2-c2csc(C)n2)c(O)c1	3%	1%	-2%	79%[activator]	-24%	?	-6%
Cc1ccc(CNC(=O)c2cccc3c2C(=O)c2ccc(N4CCC(C)CC4)cc2S3(=O)=O)cc1	1%	10µM*	nt	-1%	-30%	-18	6%
CCOc1ccc(C(=O)N[C@H](C(=O)Nc2cccc(S(=O)(=O)N3CCOCC3)c2)C(C)C)cc1	1%	?	nt	-2%	15%	-9	?
CN(C)/C=C(\C#N)S(=O)(=O)c1ccccc1	1%	11%	0%	4%	-5%[2.29 µM]	-35	?
COC(=O)[C@]1(Cc2ccccc2)N[C@H](CN(C)C(=O)C2CCCCC2)[C@@H]2C(=O)N(C)C(=O)[C@@H]21	0%	-5%[8.37 µM]	nt	0%	50%	12	nt
Cc1nc2nc(CNC(=O)OC(C)(C)C)nn2c(C)c1CCC(=O)Nc1ccc2c(c1)OCO2	8%	-4%	-7%	17%	58%	20	-7%
S=c1[nH]nc(COc2ccccc2)n1C1CCCCC1	?	10%	13µM*	4%	-43%	-22	-7%
O=C(c1ccccc1)c1ccccc1C(=O)N1CCN(C(=O)c2ccccc2)CC1	2%	-2%	4%	-11%	33%	-7	0%

Entries of single compounds as entered above. Order of values: TbPYK inhibitor, HCV inh, LmPK inh, AMA1-RON2 inh, AmpC inh no detg, HCMV inh, AmpC inh detg
CCOc1ccc(C(=O)N[C@H](C(=O)Nc2cccc(S(=O)(=O)N3CCOCC3)c2)C(C)C)cc1 across the screens: 1%, ?, nt, -2%, 15%, -9, ?
CN(C)/C=C(\C#N)S(=O)(=O)c1ccccc1 across the screens: 1%, 11%, 0%, 4%, -5%[2.29 µM], -35, ?

Carrying on:
structure	TbPYK inhibitor	HCV inh	LmPK inh	AMA1-RON2 inh	AmpC inh no detg	HCMV inh	AmpC inh detg
CC1CCN(S(=O)(=O)c2ccc3c(c2)c(=O)c(C(=O)NCCc2ccccc2)cn3C)CC1	0%	nt	nt	nt	nt	32	3%
O=C(CSc1ccc(Cl)cc1)Nc1ccc(N2CCN(C(=O)c3ccc(Cl)cc3)CC2)cc1	2%	-10%	-1%	-6%	-33%	-36	-5%
COc1ccc(S(=O)(=O)Nc2c(C(=O)O)[nH]c3ccccc23)cc1OC	-7%	10%	3%	0%	-26%	49	-14%
Cc1ccc(-c2nnc(SCC(=O)Nc3ccc(N4CCOCC4)cc3)o2)cc1	2%	1%	-2%	-8%	-19%	-8	-5%
CC1=C(c2ccc(C)cc2)S(=O)(=O)NC1=NCc1ccccc1Cl	-7%[15.4 µM]	nt	nt	nt	nt	0	3%
O=C(NCCc1ccccc1)c1c(O)c2cccc3c2n(c1=O)CC3	-8%	9%	0%	50%[activator]	-15%	-24	?
O=C(NNC(=S)NC(=O)c1cccs1)c1ccc(NC(=O)c2ccccc2)cc1	5%	?	1%	60%[activator]	-45%	-3	-4%
COCC1CCCCN1C(=O)C1CCN(c2nc(-c3ccccc3)nc3c2CCC3)CC1 (stereo unspecified)	0%	?	12%	-13%	194%[activator]	?	2%
CCOC(=O)c1ccc(N2Cc3ccccc3C2=N)cc1	2%	5%	-7%	9%	-19%	-5	?
O=C(NC1CCCCC1)C1c2ccccc2OCC(=O)N1Cc1cccnc1 (stereo unspecified)	-7%	nt	nt	4%	nt	6	nt
O=C(NCc1ccccn1)C1CCCCC1	-4%	6%	0%	5%	-3%	-2	-6%
Cc1c(CCC(=O)O)c(=O)oc2cc3occ(-c4ccc(Br)cc4)c3cc12	-12%	7%	-1%	5%	31%	-62*	-6%
COC(=O)CCc1nc2ccccc2nc1OC	1%	2%	5%	1%	-7%	-5	4%
CC(=O)Nc1ccc2nc(NS(=O)(=O)c3ccc(C)cc3)sc2c1	6%	-3%	2%	0%	-48%	?	-3%
CCn1c(Cl)c(C=O)s/c1=N\S(=O)(=O)c1ccccc1	-19%	3.2µM*	-16%	-3%	-47%	?	-2%
COC(=O)Cc1ccc2c3ccccc3n(C)c2c1	6%	?	1%	15%	3%	-20	-9%
COc1cc(NC(=O)Cc2nn(C)c(=O)c3ccccc23)cc(OC)c1OC	0%	?	-4%	3%	-17%	14	6%
CCOc1ccc2nc(NCCNC(=S)NCCCN(C)C)c(C#N)cc2c1	-4%	?	0%	196%[activator]	79%[activator]	-38	5%
CCO[C@@H]1OC(C(=O)N2CCN(Cc3ccc4c(c3)OCO4)CC2)=C[C@H](C2CC2)[C@H]1CCCO	2%	-17%	4%	-4%	190%[activator]	-28	11%
Cc1oc(-c2ccc(Cl)cc2)nc1CN1CCCC(C(=O)NCc2ccco2)C1 (stereo unspecified)	-15%	13µM*	3%	6%	132%[activator]	19	-10%
COc1ccc(S(=O)(=O)N2CCC(C(=O)NCCc3ccc(OC)c(OC)c3)CC2)cc1	5%	nt	nt	7%	nt	-5	nt
O=C(CN1CCNCC1)NCCSc1ccc(Cl)cc1	-2%	-5%	0%	14%	0%	?	-1%
O=C(CN1CCN(C(=O)C2CC2)CC1)Nc1ccc(Cl)cc1F	4%	0%	nt	8%	2%	32	?
CCn1cc(C(=O)N2CCN(c3ccccn3)CC2)c(=O)c2cc(S(=O)(=O)N(C)C3CCCCC3)ccc21	0%	-10%	-1%	-3%	199%[activator]	-2	7%
CCCCN1CCCCC1C(=O)Nc1c(C)cc(C)cc1C (stereo unspecified)	0%	0%	2%	7%	-14%	7	18%
Cc1ccc2oc(-c3ccc(C)c(NC(=O)c4ccc(-c5ccccc5[N+](=O)[O-])o4)c3)nc2c1	-3%	nt	nt	nt	nt	36	-5%
COc1ccccc1NS(=O)(=O)c1ccc(NN=C2CCCC2)c([N+](=O)[O-])c1	-4%	?	4%	?	-10%	-79*	-1%
O=C(N/N=C/C(Br)=C/c1ccccc1)c1cc(-c2ccco2)[nH]n1	9%	?	2%	28%	20µM*	-26	2%
CC(C)OC(=O)c1nnc(Cc2ccc(Cl)cc2)o1	5%	7%	1%	22%	-4%	17	?
CN(C)c1ccc(/C=C2\c3ccccc3C(=O)N2c2ccccc2)cn1	-7%	nt	nt	-12%	nt	34	nt
COC(=O)c1ccccc1NC(=O)CCn1nc(C)c2c(C)n(-c3ccccc3)nc2c1=O	1%	nt	nt	nt	nt	1	26%
CCOc1ccc(NC(=O)CCN2CCN(S(=O)(=O)c3ccc(OC)cc3)CC2)cc1	0%	-13%	9%	-1%	71%[activator]	?	-18%
O=C1CN=C(Nc2ccccc2Cl)N1c1ccccc1	-3%	9%	-3%	0%	8%	1	-13%
COCC(=O)Nc1cc(C)cn(Cc2ccccc2Cl)c1=O	-8%	-8%	7%	-1%	-12%	9	-12%
